NPYLR7 agonist: agonists of mosquito NPYLR7 receptor, primary screen, cell-based, Aedes aegypti, calcium fluorescence, mosquito biting behavior; 270,000 compounds, 0.15% hits; HEK293T NPYLR7/Galpha15, GCaMP6s calcium fluorescence; Aedes aegypti neuropeptide Y-like receptor 7 (NPYLR7); activation, % at 10 µM; in the data active = activation above about 40%;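 also: 0% = vehicle and 100% = reference agonist at the receptor; some compounds past the cut are filed as inactive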
mcGAS lum: cyclic GMP-AMP synthase inhibitors, mouse, primary biochemical chemiluminescence; Q8C6L5; recombinant cGAS, Kinase-Glo ATP depletion luminescence; inhibition, % at 12.5 µM; 160,000 compounds, 0.15% hits; AID 1259399, 2018;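 also: 0% = negative control wells and 100% = reference inhibitor with no enzyme activity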
hcGAS inh: Primary biochemical luminescence assay for human cyclic GMP-AMP synthase inhibitors; recombinant h-cGAS, ATP depletion, Kinase-Glo luminescence; inhibition, % at 12.5 µM; 290,000 compounds, 0.081% hits; Q8N884;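 also: 0% = vehicle reaction and 100% = reaction without DNA for no activity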
Target sequence (Q8N884 whole entry, looked up): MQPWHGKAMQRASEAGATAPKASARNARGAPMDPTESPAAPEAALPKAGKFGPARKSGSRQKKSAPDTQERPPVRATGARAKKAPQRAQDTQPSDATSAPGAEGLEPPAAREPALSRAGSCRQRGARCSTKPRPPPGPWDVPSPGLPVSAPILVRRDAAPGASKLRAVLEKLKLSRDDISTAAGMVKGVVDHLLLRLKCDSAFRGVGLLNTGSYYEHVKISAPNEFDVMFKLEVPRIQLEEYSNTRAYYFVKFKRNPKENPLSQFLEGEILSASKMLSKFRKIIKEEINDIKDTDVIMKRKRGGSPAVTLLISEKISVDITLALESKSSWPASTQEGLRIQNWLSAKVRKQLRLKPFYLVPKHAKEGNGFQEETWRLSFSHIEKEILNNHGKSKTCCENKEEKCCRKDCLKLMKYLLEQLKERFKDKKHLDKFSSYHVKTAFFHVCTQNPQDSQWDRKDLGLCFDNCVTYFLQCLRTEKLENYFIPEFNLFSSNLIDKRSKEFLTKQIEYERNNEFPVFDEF
Starred values were filed as active, the others as inactive; / = not tested or not shown; & = joins results of further samples. Rule as the data show it, unless noted: active = inhibition above about 40%; inactive = the rest. This is a subset, so the mix of outcomes need not match the whole.

#1 CCc1c2c(nc3ccc(OC(=O)N4CCC(N5CCCCC5)CC4)cc13)-c1cc3c(c(=O)n1C2)COC(=O)[C@]3(O)CC
#2 CCC(=O)O[C@]1(C(=O)SCF)[C@H](C)C[C@H]2[C@@H]3C[C@H](F)C4=CC(=O)C=C[C@]4(C)[C@@]3(F)[C@@H](O)C[C@@]21C
#3 OCc1ccccn1
#4 O=C(Nc1ncc(SCCN2CCCC2)s1)[C@]1(c2ccc(S(=O)(=O)C3CC3)cc2)C[C@H]1C1CCCCC1
#5 CCCCCC(=O)O[C@]1(C(C)=O)CCC2C3CCC4=CC(=O)CC[C@]4(C)C3CC[C@@]21C (some centres not stated)
#6 Cc1cccc(Nc2cc(Cl)nc(SCC(=O)O)n2)c1C
entry no.	1	2	3	4	5	6
NPYLR7 agonist	-1&0&-27	14&-9	4	-8	-3	-10
mcGAS lum	/	/	/	-5	/	-2
hcGAS inh	-1&-3&6	-11&-4	-3	6	-4	-2

#7 CC(C)(C)c1nnc(NS(=O)(=O)c2ccccc2)s1
#8 CCOC(=O)NNc1nncc2ccccc12
#9 NCCNC(=O)c1ccc(Cl)cn1
#10 CCCCOc1ccc(CC(=O)NO)cc1
#11 COc1c(O)cc2c(c1O)[C@H]1O[C@H](CO)[C@@H](O)[C@H](O)[C@@H]1OC2=O
#12 O=C(Nc1ccccc1)Nc1ccc(-c2ccc(C(=O)[C@@H]3CCC[C@H]3C(=O)O)cc2)cc1
entry no.	7	8	9	10	11	12
NPYLR7 agonist	-28	-6&-12&-1	-20	-12&-2	1&-8	0
mcGAS lum	/	-4	/	-4	/	-10
hcGAS inh	-4	2&-1&1	4	-3&0	-6&-2	-7

#13 Cc1cc(=O)n(-c2ccccc2)[nH]1
#14 CCc1cncnc1N1CCN(Cc2nc3ccc(C(F)(F)F)cc3[nH]2)CC1
#15 COc1cc(Nc2ncc3c(n2)-c2ccc(Cl)cc2C(c2c(F)cccc2OC)=NC3)ccc1C(=O)O
#16 O=C(Nc1ccccc1Br)N[C@@H]1CCN(c2ccc(C(F)(F)F)cn2)C1
#17 COC(=O)C1CCN(S(=O)(=O)CCCOc2cccc3c2OC(C)(C)C3)CC1
#18 c1cncc(CN2CCC(n3ncc4c(N5CCOCC5)nc(-c5ccc6[nH]ccc6c5)nc43)CC2)c1
entry no.	13	14	15	16	17	18
NPYLR7 agonist	-7	-7	-13	-2	7	-9
mcGAS lum	-2	-10	-10	-10	-10	-12
hcGAS inh	3	-9	-5	-9	-7	-5

#19 CNC(=O)c1ccccc1Nc1nc(Nc2ccc(N3CCOCC3)cc2OC)ncc1Cl
#20 Cc1[nH]nc2ccc(-c3cncc(OC[C@@H](N)Cc4ccccc4)c3)cc12
#21 Cn1c(=O)n(-c2ccc(C(C)(C)C#N)cc2)c2c3cc(-c4cnc5ccccc5c4)ccc3ncc21
#22 CCc1nc(-c2cccc(C)c2)c(-c2ccnc(NC(=O)c3ccccc3)c2)s1
#23 O=C(NC[C@H](O)CO)c1ccncc1Nc1ccc(I)cc1F
#24 O=C(NCCCn1nc(-c2ccncc2)ccc1=O)C1c2ccccc2Oc2ccccc21
entry no.	19	20	21	22	23	24
NPYLR7 agonist	25	0	-16	-6	-3	16
mcGAS lum	-9	-5	-1	-5	-5	/
hcGAS inh	-7	-3	3	-6	-7	-9

Some entries already given with just NPYLR7 agonist and hcGAS inh.
cpd	molecule	NPYLR7 agonist	hcGAS inh
20	Cc1[nH]nc2ccc(-c3cncc(OC[C@@H](N)Cc4ccccc4)c3)cc12	0	-3
21	Cn1c(=O)n(-c2ccc(C(C)(C)C#N)cc2)c2c3cc(-c4cnc5ccccc5c4)ccc3ncc21	-16	3
22	CCc1nc(-c2cccc(C)c2)c(-c2ccnc(NC(=O)c3ccccc3)c2)s1	-6	-6

Arranged by length of the SMILES (lowest first): five of the compounds above
#23 O=C(NC[C@H](O)CO)c1ccncc1Nc1ccc(I)cc1F
#19 CNC(=O)c1ccccc1Nc1nc(Nc2ccc(N3CCOCC3)cc2OC)ncc1Cl
#22 CCc1nc(-c2cccc(C)c2)c(-c2ccnc(NC(=O)c3ccccc3)c2)s1
#18 c1cncc(CN2CCC(n3ncc4c(N5CCOCC5)nc(-c5ccc6[nH]ccc6c5)nc43)CC2)c1
#21 Cn1c(=O)n(-c2ccc(C(C)(C)C#N)cc2)c2c3cc(-c4cnc5ccccc5c4)ccc3ncc21
entry no.	23	19	22	18	21
NPYLR7 agonist	-3	25	-6	-9	-16
mcGAS lum	-5	-9	-5	-12	-1
hcGAS inh	-7	-7	-6	-5	3

New compounds follow
#25 CC(C)(CO)C(O)C(=O)NCCCO (configuration not stated)
#26 CC(=O)O[C@H]1Cc2ccccc2N(C(N)=O)c2ccccc21
#27 CCn1cc(C(=O)O)c(=O)c2cc(F)c(N3CCNCC3)nc21
#28 Nc1ncnc2nc[nH]c12
#29 NC(N)=NCCCC(N)C(=O)O (configuration not stated)
#30 CC(=O)Nc1ccc(S(=O)(=O)Nc2cc(C)on2)cc1
entry no.	25	26	27	28	29	30
NPYLR7 agonist	-3	2	-13	-8&-4	2&0	0
mcGAS lum	/	-3	/	-8	-8	2
hcGAS inh	-4&-7	9	7	0&-7	-1&-7	2

#31 Cc1cc(C)cc(OCC2CNC(=O)O2)c1 (configuration not stated)
#32 COc1cc2ncnc(Oc3cccc(NC(=O)Nc4cc(C(C)(C)C(F)(F)F)on4)c3)c2cc1OC
#33 CCN1CCN(Cc2ccc(-c3cc4c(N[C@H](C)c5ccccc5)ncnc4[nH]3)cc2)CC1
#34 CCOC(=O)c1ccc(N2C=C(C(=O)N3CCCC3)S(=O)(=O)c3ccc(F)cc32)cc1
#35 C=C1C[C@@]2(O)O[C@@]3(C[C@H]2C(C)C)[C@@H](C)CC[C@@H]13
#36 CC[C@@H]1C(=O)N(C)c2cnc(Nc3ccc(C(=O)NC4CCC(N5CCN(CC6CC6)CC5)CC4)cc3OC)nc2N1C(C)C (some centres not stated)
entry no.	31	32	33	34	35	36
NPYLR7 agonist	-24	21	-9	1	-8	-8
mcGAS lum	/	-11	-4	/	-3	-7
hcGAS inh	-3	-5	0	-3	-3	-9

Additional entries follow.
entry	compound	NPYLR7 agonist	mcGAS lum	hcGAS inh
37	Cc1cc(C)cc(NC(=O)Nc2nccn(-c3ccc(Br)cc3)c2=O)c1	-2	-6	0
38	COc1ccc(-c2ccc3cc(C(=O)O)ccc3c2)cc1C12CC3CC(CC(C3)C1)C2	-10	-6	-2
39	COc1cc([C@H]2Oc3cc([C@H]4Oc5cc(O)cc(O)c5C(=O)[C@@H]4O)ccc3O[C@@H]2CO)ccc1O	-10	/	2
40	CN(C)CC(=O)Nc1ccc2[nH]c(=O)c3ccccc3c2c1	-5	6	0
41	COc1cc(NC(=O)c2ccc(-c3ccc(Cl)cc3)o2)cc(OC)c1	3	-9	-8
42	O=C(CS(=O)Cc1ccco1)NC/C=C\COc1cc(CN2CCCCC2)ccn1 (configuration not stated)	-2	-6	-2
43	COc1cc(OC)c(/C=C/S(=O)(=O)Cc2ccc(OC)c(NCC(=O)O)c2)c(OC)c1	-10	-5	-3
44	COC(=O)c1ccc2c(C(=Nc3ccc(N(C)C(=O)CN4CCN(C)CC4)cc3)c3ccccc3)c(O)[nH]c2c1	-14	0	13
45	Nc1c2c(nc3ccccc13)CCCC2O (configuration not stated)	-3&0&-10	-3&0	-8&-3&1
46	Oc1cc2c(cc1O)[C@@H]1c3ccc(O)c(O)c3OC[C@]1(O)C2	2	-3	4
47	CC1=C(C(=O)O)N2C(=O)[C@@H](NC(=O)C(N)c3ccc(O)cc3)[C@H]2SC1 (some centres not stated)	-5&-1	/	-4&-2
48	Cn1c(=O)c2c(ncn2CCO)n(C)c1=O	0&0&-11	-6&3	-6&-3&3
49	Cc1ccc2nc(NCCN)c3ncc(C)n3c2c1	-10	16	16
50	O=C(O)c1ccc2c(c1)nc(Nc1cccc(Cl)c1)c1ccncc12	-11	-1	-4
51	CC(=O)Nc1ccccc1	-12	/	-2
52	COc1ccccc1OCCNCC(O)COc1cccc2[nH]c3ccccc3c12 (configuration not stated)	-7&-20	/	-1&3
53	CC(=O)Nc1ccc(O)cc1	-11&5	-6	3&-7
54	N#Cc1ccc2[nH]cc(CCCCN3CCN(c4ccc5oc(C(N)=O)cc5c4)CC3)c2c1	18	-11	-7
55	C#C[C@]1(O)CCC2C3CCC4=CC(=O)CC[C@@H]4C3CC[C@@]21CC (some centres not stated)	-4	/	-4
56	CC(C)Oc1ccc(-c2cnc3c(-c4ccnc5ccccc45)cnn3c2)cc1	5	-2	-1
57	COc1ccc(-c2cnc3c(-c4cccc5ncccc45)cnn3c2)cc1	-7	-12	-5
58	Cc1cc2c(cc1CC(=O)c1sccc1S(=O)(=O)Nc1onc(C)c1Cl)OCO2	1	3	2
59	CC(=O)c1c(C)c2cnc(Nc3ccc(N4CCNCC4)cn3)nc2n(C2CCCC2)c1=O	-9&-13	-7&-2	-8&2
60	CC(C)n1nc(-c2ccc3oc(N)nc3c2)c2c(N)ncnc21	3	-9	-9
61	O=c1cc(-c2ccc(O)cc2)oc2cc(O[C@@H]3O[C@H](CO)[C@@H](O)[C@H](O)[C@H]3O[C@@H]3OC[C@](O)(CO)[C@H]3O)cc(O)c12	-2	/	1
62	NC1(c2ccc(-c3nc4ccn5c(=O)[nH]nc5c4cc3-c3ccccc3)cc2)CCC1	-1	-7	-3
63	CCCCC1C(=O)N(c2ccccc2)N(c2ccccc2)C1=O	-10&4	-4	-1&12
64	COc1ccc2nc(NC(=O)Nc3ccccc3)sc2c1	-16	/	3
65	CN1CCN(C2CCN(C(=O)Nc3cc(Oc4ccc(NC(=O)C5(C(=O)Nc6ccc(F)cc6)CC5)c(F)c4)ccn3)CC2)CC1	2	-8	-6
66	Cc1cccc(C)c1NC(=O)C1CCCCN1C (configuration not stated)	-8&-7&-9	/	-2&6&-1
67	CCCCCCc1ccc(O)cc1O	-8	/	-4
68	COc1ccc2ccc(=O)oc2c1	-1	-6&-6	-11&-3
69	O=C(O)C1(Cc2cccc(Nc3nccs3)n2)CCC(Oc2cccc(Cl)c2F)CC1 (configuration not stated)	-7	23	-5
70	NC(=O)Cc1csc(SCC(=O)c2ccc3c(c2)OCO3)n1	/	-8	-9
71	CC1(C)CC(Nc2nc(-c3ccccc3)cs2)CC(C)(C)N1	-31	/	4
72	CCCCCCCC/C=C\CCCCCCCC(=O)O	-19	/	1
73	NC(=NCc1ccccc1)NC(=O)c1nc(Cl)c(N)nc1N	2&-5&6	-7&-3&-2	-5&-4&-3
74	NC(N)=NC(=O)Cc1c(Cl)cccc1Cl	-2&0	-4	-3&-5&-1
75	CNC1CCCN(c2c(F)cc3c(=O)c(C(=O)O)cn(C4CC4)c3c2OC)C1 (configuration not stated)	17	14	9
76	CC(C)[C@@H]1CC[C@@H](C)CC1=O	0	/	-7
77	COc1ccc(CN2CCN(C(c3ccc(F)cc3)c3ccc(F)cc3)CC2)c(OC)c1OC	-6&8	/	-1&-6
78	NNC(=O)CP(=O)(c1ccccc1)c1ccccc1	-10	/	-4
79	O=C(CSc1nnc2ccccn12)Nc1nc(-c2ccccc2)ns1	1	-4	1
80	O=C1OC(/C=C/c2ccccc2)=NC/1=C/c1cccs1	-1	/	1
81	O=C(NN=Cc1ccc[nH]1)c1cccs1	-2	/	-6
82	O=C(Nc1c(-c2cccs2)nc2ccccn12)c1ccc(Cl)cc1	-11	/	-3
83	COC(=O)N1CCN(Cc2cccc(NC(=O)Nc3ccc(C)nc3)c2F)CC1	-7	-11	-7
84	C[C@H]1[C@H](C)CC[C@]2(C(=O)O[C@@H]3O[C@H](COC4O[C@H](CO)[C@@H](OC5O[C@@H](C)[C@H](O)[C@@H](O)[C@H]5O)[C@H](O)[C@H]4O)[C@@H](O)[C@H](O)[C@H]3O)CC[C@]3(C)C(=CC[C@@H]4[C@@]5(C)C[C@@H](O)[C@H](O)[C@@](C)(CO)C5CC[C@]43C)[C@H]12 (some centres not stated)	13	/	-9
85	COc1ccc(NS(=O)(=O)c2sc3ccc(Cl)cc3c2C)cc1N1CCNCC1	4	-10	-6
86	C[C@H](Nc1ncnc2nc[nH]c12)c1cc2cccc(Cl)c2c(=O)n1-c1ccccc1	-1	-7	-6
87	O=C(O)Cn1nnc(-c2cc(N3CCC(Oc4cc(F)ccc4Br)CC3)no2)n1	-1	-1	11
88	Nc1c2ccccc2nc2ccccc12 (tested in a mixture with another compound)	-26	/	55*
89	CN(C)C(=O)[C@H](O)[C@H](Cc1ccccc1)NC(=O)c1cc2cc(Cl)ccc2[nH]1	1	-10	-7

Source: PubChem BioAssay (Fisher Drug Discovery Resource Center)
